Eya2 inh: Eya2 (human) phosphatase inhibition. O00167. recombinant Eya2, OMFP fluorescence dephosphorylation (OMFP is methylfluorescein phosphate). 330,000 tested, 0.006% active. Potency, µM (series often up to 76.9 µM), for inactives: at the top dose activity, negative = inhibition, actives largely listed as inhibitors; further: potency means the concentration at half of the fitted maximal effect; on the % scale 0 is the no-effect control and ±100 the full control effect
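Eya2 protein (added as 0.2 uM solution) was preincubated with compound for 10 min at ambient temperature in 50 mM HEPES pH 7.5, 50 mM NaCl, 5 uM MgCl2, 0.05% BSA, 1 mM DTT. OMFP (added at 50 uM) then reacted 10 min; fluorescence read at 485/525 nm.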
TCR act: T cell receptor activation; primary human leukocytes, anti-CD3, IL-2 HTRF, 48 h; Potency, µM (series often up to 9.22 µM), inactives show at the highest dose activation of IL-2 secretion, actives largely listed as activators; 330,000 tested, under 10 active; AID 504894; further: % of control where 0% means no effect
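Compounds are tested in HTS on primary human leukocytes co-incubated with a-CD3 beads for 48 hr. IL-2 output is measured by time-resolved FRET.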
PTAP TSG101 blk: blocks PTAP/TSG101 interaction to inhibit HIV-1 budding | Q99816 | Fluorescence polarization, FITC-PTAP peptide / Tsg101 binding | Potency, µM (doses to about 115 µM), for inactives: top-dose activity change, negative = inhibition, most hits filed as inhibitors | 340,000 tested, under 10 active | AID 493005; active means well fitted inhibition curve with a large enough effect in the main read-out, with a control signal flat, not every such curve was filed as active; inconclusive means small, poorly fitted or top-dose-only effect, or effect the other way, or a change in a side signal; inactive means no such curve, though single readings can be large or run the other way; further: potency means the concentration at half of the fitted maximal effect; % of control where 0% means no effect
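Steps: Tsg101 binding domain dispensed (10 uM final), compounds pinned in DMSO, FITC-labeled PTAP-motif peptide added (50 nM final); after 20 min binding at room temperature, polarization measured.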
Tb PFK inh: blocks T. brucei phosphofructokinase. AID 485367. 330,000 tested, 0.17% active. Potency, µM (top dose mostly 57.5 µM), inactives show top-dose activity, negative = inhibition, usual class: inhibitors. T. brucei PFK, ADP-Glo luminescence. O15648;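 further: potency means the concentration at half of the fitted maximal effect; 0% = uninhibited 1x PFK enzyme wells and -100% = no-enzyme wells; nearly all actives have a fitted effect of over 60% in size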
Target sequence (O15648 whole entry, looked up): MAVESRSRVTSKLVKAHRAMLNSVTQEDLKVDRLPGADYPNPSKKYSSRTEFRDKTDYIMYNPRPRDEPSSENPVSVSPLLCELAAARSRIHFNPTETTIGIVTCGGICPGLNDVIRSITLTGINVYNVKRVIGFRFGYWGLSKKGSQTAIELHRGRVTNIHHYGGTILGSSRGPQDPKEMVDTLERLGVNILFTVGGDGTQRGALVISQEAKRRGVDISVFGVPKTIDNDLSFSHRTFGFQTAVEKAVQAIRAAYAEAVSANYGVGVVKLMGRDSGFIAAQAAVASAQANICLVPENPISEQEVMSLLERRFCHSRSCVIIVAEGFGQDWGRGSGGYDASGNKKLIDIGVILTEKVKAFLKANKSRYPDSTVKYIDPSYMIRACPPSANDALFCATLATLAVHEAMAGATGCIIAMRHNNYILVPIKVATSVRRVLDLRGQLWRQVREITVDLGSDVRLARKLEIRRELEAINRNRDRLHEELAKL
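1.25 nM PFK with 0.5 mM F6P and 0.1 mM ATP in 0.1 M TEA pH 8.0, 5 mM MgCl2, incubated 45 min at room temperature; ADP measured by ADP-Glo luminescence; compounds titrated up to 57 uM.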
Mito fusion act: blocks mitochondrial division or promotes mitochondrial fusion; S. cerevisiae fusion-defective mutant growth rescue, CellTiterGlo 48 h; Potency, µM (doses to about 46.1 µM), inactives show at the highest dose growth rescue (activation), hits mostly activators; 320,000 tested, 0.23% active;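 further: potency means the concentration at half of the fitted maximal effect; % of control where 0% means no effect; nearly all actives have a fitted effect of over 45% in size; temperature-sensitive fusion mutants such as fzo1-1 at 37 °C on non-fermentable ethanol glycerol medium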
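Yeast fusion mutant, YPEG (non-fermentable carbon), compound, 48 h at 37C non-permissive; CellTiterGlo added, 10 min RT, luminescence read. Rescued growth = division inhibition.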
Chronic BCR inh: inhibitors of chronic active B-cell receptor signaling; 340,000 tested, 0.05% active; Potency, µM (doses to about 46.1 µM), without a hit: at the top dose ratio change, negative = lower green/red ratio, actives largely listed as inhibitors; ABC-DLBCL IkBa-CBG/CBR reporter, luminescence ratio, 4 h; active means well fitted inhibition curve with a large enough effect in the signal ratio, with a control signal flat, not every such curve was filed as active; inconclusive means small, poorly fitted or top-dose-only effect, or effect the other way, or a change in a side signal; the % refers to the signal ratio;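 further: potency means the concentration at half of the fitted maximal effect; plate controls were basal doxycycline-induced cells for no effect and cells given 10 µM MG132 for full effect; MG132 reads +100%, hits lower the ratio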
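Compounds up to 46 uM were incubated four hours with TMD8 cells whose green CBG68 luciferase is fused to IkappaBalpha; red CBR luminescence normalised the signal, and concentration-effect curves were fitted to fusion, red and ratio data.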
A-T KAP1 phos: potential ataxia-telangiectasia treatments restoring KAP-1 phosphorylation; 320,000 tested, 0.19% active; Potency, µM (titrated, usually from 57.5 µM), inactives show top-dose activation, most hits filed as activators; AID 485349; […] A-T fibroblasts, KAP-1 phosphorylation AlphaLISA; neocarzinostatin DNA damage 30 min before lysis; further: potency means the concentration at half of the fitted maximal effect; % of control where 0% means no effect; nearly all actives have a fitted effect of over 45% in size
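hTERT-immortalized A-T patient fibroblasts ([…]), 500 cells/well in OPTI-MEM, 1% FBS, got compounds for 60 min, then NCS for 30 min at 37C. Lysates were then assayed for phospho-KAP-1 by AlphaLISA (anti-pKAP1 donor, anti-KAP1 acceptor beads), 6 hr at 25C.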
ELG1 DNA repair: blocks ELG1-dependent DNA repair in HEK293T cells; HEK293T ELG1-luciferase reporter, luminescence, 16 h; DNA damage induced by 5-fluorouridine; Potency, µM (highest dose often 46.1 µM), for the others: at the top dose activity change, negative = inhibition, hits mostly inhibitors; 330,000 tested, 2.3% active; further: potency means the concentration at half of the fitted maximal effect; on the % scale 0 is the no-effect control and ±100 the full control effect; nearly all actives have a fitted effect of over 55% in size
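Luminescence from the luciferase reporter, measured 30 min after ONE-Glo reagent at room temperature, was the read-out. Beforehand, 2,000 cells per well were exposed for 16 hr at 37 °C to 5-fluorouridine together with compound or vehicle.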
TSHR antag: human thyrotropin receptor antagonism. 330,000 tested, 0.2% active. TSHR-expressing cells, TSH-stimulated cAMP HTRF, 2 h; hits give low values. P16473. activity change, negative = inhibition, % at 11.5 µM. AID 504810;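 active means activity change below a set negative limit, meaning inhibition stronger than a set level, cut at about -70% in these data; inconclusive means activity change between two set negative limits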; further: on the % scale 0 is the no-effect control and ±100 the full control effect
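TSHR-expressing cells, 200/well, pre-treated with compound, then stimulated with EC80 TSH (4nM final) for 2 hours at 37 deg C. cAMP measured by competitive HTRF: anti-cAMP cryptate antibody in lysis buffer plus cAMP-d2, read after 30 minutes at room temperature.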
a7 integrin act: activators of alpha7 integrin expression for muscular dystrophy; 350,000 tested, 0.064% active; Potency, µM (titrated, usually from 38.3 µM), without a hit: top-dose activation, hits mostly activators; alpha7betagal myoblasts, beta-gal FDG fluorescence, 48 h;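 further: potency means the concentration at half of the fitted maximal effect; 100% = response of the positive control SU9516; nearly all actives have a fitted effect of over 60% in size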
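alpha7betagal+/- myoblasts (passage 13, 250/well) treated 48 h at 37C with compounds at 1:260 dilution of DMSO stock. Lysed, then beta-galactosidase activity read as FDG fluorescence (ex 480/em 540) after 30 min, with pre-read for autofluorescence.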
S-ASM inh: blocks human secretory acid sphingomyelinase | AID 504937 | placental ASM, HMU-PC fluorogenic substrate, 60 min | Potency, µM (doses to about 57.5 µM), for inactives: at the top dose activity change, negative = inhibition, hits mostly inhibitors | 340,000 tested, 0.006% active | P17405; further: potency means the concentration at half of the fitted maximal effect
Target sequence (P17405 47-631 limits assumed): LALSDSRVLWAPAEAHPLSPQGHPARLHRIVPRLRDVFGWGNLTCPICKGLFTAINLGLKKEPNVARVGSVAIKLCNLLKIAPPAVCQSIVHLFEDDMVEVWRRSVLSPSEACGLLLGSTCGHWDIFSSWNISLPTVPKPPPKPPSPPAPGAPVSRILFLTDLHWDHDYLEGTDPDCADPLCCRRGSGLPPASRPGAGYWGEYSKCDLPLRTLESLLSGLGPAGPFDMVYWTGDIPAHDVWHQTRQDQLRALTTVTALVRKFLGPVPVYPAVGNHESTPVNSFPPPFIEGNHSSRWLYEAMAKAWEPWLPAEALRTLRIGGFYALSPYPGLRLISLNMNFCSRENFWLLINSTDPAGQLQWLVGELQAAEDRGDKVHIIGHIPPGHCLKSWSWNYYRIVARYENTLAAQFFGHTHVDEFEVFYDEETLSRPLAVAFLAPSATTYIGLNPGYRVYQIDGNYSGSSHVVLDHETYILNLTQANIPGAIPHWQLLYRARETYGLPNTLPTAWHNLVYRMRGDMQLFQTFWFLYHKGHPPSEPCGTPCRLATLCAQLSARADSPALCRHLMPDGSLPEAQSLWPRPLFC
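Steps: dispense placental human ASM, pin compound, wait 10 min at room temperature, add HMU-PC0 substrate at 9 uM final, incubate 60 min at 37 °C, add stop solution raising pH to 10, read fluorescence.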
Starred values were filed as active, the others as inactive; ? = inconclusive; . = not tested or not shown; [ ] = remark or other dose. Unless noted, the call rests on the fitted dose curve; in most records, active means well fitted curve in the direction sought with a large enough effect; inconclusive means small, poorly fitted or top-dose-only effect, or another doubt; inactive means no such curve, though single readings can be large; an effect the other way counts as inactive or inconclusive.

SMILES | Eya2 inh | TCR act | PTAP TSG101 blk | Tb PFK inh | Mito fusion act | Chronic BCR inh | A-T KAP1 phos | ELG1 DNA repair | TSHR antag | a7 integrin act | S-ASM inh
O=C(O)CCC(=O)NNC(=O)c1cccc(Cl)c1 | 0% | -1%[46.1 µM] | -1% | 4% | -18% | -2% | 19% | 17% | 1 | ? | 5%
COC(=O)c1c(/N=C/N(C)C)sc2c1CCN(c1ncc(C(F)(F)F)cc1Cl)C2 | -9% | -1% | -1% | -2% | 10µM* | 6% | . | 18µM* | 21 | -9% | 28%
CCOc1ccc2nc(SCC(=O)NCc3ccccc3OC)[nH]c2c1 | -4% | -3% | -3% | -1% | -3% | -16% | -5% | 4% | 5 | 8% | 1%
Cc1ccc(NC(=S)NCc2ccc(S(N)(=O)=O)cc2)c(C)c1 | -2% | -5% | -2% | 1% | -5% | 0% | 4%[11.5 µM] | 17% | -18 | 19% | -2%
O=C(CSc1nnc(CNC(=O)c2cccs2)o1)Nc1ccc2c(c1)OCO2 | -13% | 6% | -10% | 3% | -2% | -12% | 3% | -6% | 7 | 0% | -3%
CCOC(=O)N1CCC(NC(=O)c2cc3ccccn3n2)CC1 | 23% | 2% | 0% | -3% | 0% | 12% | 6% | -1% | -1 | -2% | 0%
Cc1[nH]n(-c2c(Cl)cc(Cl)cc2Cl)c(=O)c1C=Nc1ccc(S(=O)(=O)N2CCOCC2)cc1 | -1% | 3% | 1% | -6% | -4% | 1% | 3% | 9% | -9 | 7% | -1%
CC[C@]12c3[nH]c4ccccc4c3CCN1C(=O)C(CC(=O)NCCCN(C)C)C[C@@H]2C(=O)N1CCN(C(=O)c2ccco2)CC1 (stereo not given in full) | -9% | 0% | 1% | -2% | . | -2% | 0% | 14% | 1 | -1% | 6%
COC(=O)c1cc2oc(C)cc2n1CC(=O)N1CCCc2ccccc21 | -3% | -41% | -5% | -8% | 5% | -4% | -4% | -18% | 5 | -8% | 2%
Nc1ncnc2c1ncn2[C@@H]1O[C@H](CNCc2ccccc2OCc2ccc(Cl)cc2Cl)[C@@H](O)[C@H]1O | -7% | 2% | -4% | 5% | . | ? | 3% | -13% | -10 | -12% | 2%
CCOC(=O)CSc1nc2ccccc2c(=O)n1C1CCCC1 | 3% | 2% | -5% | -1% | ? | -9% | 5% | 14% | -13 | 30% | -3%
CCOc1ccc(CNc2cccc(SC)c2)cc1 | 1% | -2% | 1% | -3% | -3% | 13% | 2% | -27% | -15 | -17% | -6%
CCn1c(CNc2ccc(Cl)cc2)nnc1SCc1ccccc1 | -3% | 5% | -4% | 2% | 6% | -11% | 4% | ? | 2 | 10% | -1%
O=C(COc1ccc(Cl)cc1)NC1CC1 | 4% | -6% | 1% | -18% | 1% | -4% | 0% | ? | -13 | 21% | 3%
O=C1c2ccccc2C(=O)N1OCc1cccc(Cl)c1 | -14% | 0% | -8% | 3% | 1% | ? | 3% | ? | 23 | -2% | 1%
O=S1(=O)NC2c3ccccc3CC2O1 (stereo not given) | 2% | 1% | -1% | -24% | -5% | ? | 3% | 3% | 0 | 4% | 1%
Cc1ccc(C(C(=O)NCc2ccco2)N(CC2CCCO2)C(=O)Cn2nnc3ccccc32)cc1 (stereo not given) | -2% | -3% | -7% | 2% | -5% | 3% | 5% | -1% | 13 | 4% | -2%
O=C(NCc1ccco1)C(=O)NCC(c1ccco1)N1CCOCC1 (stereo not given) | 5% | -2% | -3% | -2% | -1% | 4% | 3% | -5% | 5 | -23% | -2%
Cc1cc(=O)oc(C)c1C(=O)N1CCN(c2ccc(F)cc2)CC1 | 5% | -1% | -2% | -1% | -3% | 12% | -2% | 7% | 4 | 0% | -3%
CCc1ccc(NC(=O)c2cccc(NC3=NC4CS(=O)(=O)CC4S3)c2)cc1 (stereo not given) | -2% | 4% | 0% | -2% | -1% | 4% | 1% | 23% | -1 | 3% | 2%
CC(C)CN(C(=O)c1cccc(F)c1)c1c(N)n(CC(C)C)c(=O)[nH]c1=O | -13% | -2% | 1% | -11% | -5% | -6% | -4% | 8% | 7 | 0% | -16%
COc1ccccc1NC(=O)Nc1nc(CC(=O)NCc2c(F)cccc2F)cs1 | 14% | 0% | 0% | -6% | -3% | ? | -8% | ? | -11 | 0% | .
CCOc1cc(C(=O)NC(=S)Nc2ccc(Cl)c(C(=O)O)c2)cc(OCC)c1OCC | 4% | -1% | -5% | 3% | 1% | -8% | 0% | 14% | -10 | -7% | -4%
O=C(c1cccn2c(=O)c3cc(Cl)ccc3nc12)N1CCOCC1 | -14% | . | 3% | -10% | -5% | ? | -3% | 8% | 3 | 20% | .
CC1(C(=O)OCC(=O)Nc2ccc3ccccc3c2)CC1(Cl)Cl (stereo not given) | -10% | 10% | -1% | -1% | 5% | ? | 3% | -8% | -12 | 4% | -1%
SMILES | Eya2 inh | TCR act | PTAP TSG101 blk | Tb PFK inh | Mito fusion act | Chronic BCR inh | A-T KAP1 phos | ELG1 DNA repair | TSHR antag | a7 integrin act | S-ASM inh
CN(C)S(=O)(=O)c1cccc(C(=O)Nc2ccccc2)c1 | 11% | 0% | -1% | 10% | -1% | 3% | -2% | 3% | -3 | 7% | 5%
O=C(CC(=O)NCCc1ccccc1)NCCc1ccccc1 | -14% | -6% | -3% | 0% | 3% | 9% | 2% | 0% | 8 | -9% | 1%
CCCCOC(=O)CSc1nc2c(c(=O)[nH]c(=O)n2C)n1C/C=C(\C)Cl | 12% | -4% | -3% | -21% | ? | ? | ? | ? | 3 | 16% | 0%
COc1ccc(C2C(C(=O)Nc3cc(C)on3)c3ccccc3C(=O)N2C)cc1OC (stereo not given) | -7% | 0% | 0% | -1% | 0% | -1% | 8% | 3% | 11 | -20% | 0%
CCCC(=O)Nc1sc2c(c1C(=O)Nc1ccccn1)CCCC2 | -11% | 8% | -3% | -6% | 10% | ? | 3% | ? | -20 | -16% | 0%
Cc1ccc(NC(=O)COC(=O)c2cccc(N3C(=O)c4ccccc4C3=O)c2)cc1 | 3% | 2% | 2% | -3% | 0% | ? | 6% | 13% | -8 | 5% | -3%
CCOCCCNc1ncnc2c1nc1n2CCCC1 | -16% | -7% | -3% | -1% | -3% | 0% | -8% | 28% | 1 | -16% | 1%
COCCc1nnc(NC(=O)Cc2ccccc2)s1 | 2% | 1% | -3% | 0% | 0% | 4% | -2% | -20% | 3 | ? | 0%
COc1ccc(NC(=O)CSc2nc3c(c(=O)n2C)SCC3)cc1OC | -10% | 2% | 1% | -3% | 0% | -5% | -4% | 6% | 32 | -18% | 2%

Some of the entries above, reformatted.
CCCC(=O)Nc1sc2c(c1C(=O)Nc1ccccn1)CCCC2
  Eya2 inh: -11%	TCR act: 8%	PTAP TSG101 blk: -3%	Tb PFK inh: -6%	Mito fusion act: 10%	Chronic BCR inh: ?	A-T KAP1 phos: 3%	ELG1 DNA repair: ?	TSHR antag: -20	a7 integrin act: -16%	S-ASM inh: 0%
Cc1ccc(NC(=O)COC(=O)c2cccc(N3C(=O)c4ccccc4C3=O)c2)cc1
  Eya2 inh: 3%	TCR act: 2%	PTAP TSG101 blk: 2%	Tb PFK inh: -3%	Mito fusion act: 0%	Chronic BCR inh: ?	A-T KAP1 phos: 6%	ELG1 DNA repair: 13%	TSHR antag: -8	a7 integrin act: 5%	S-ASM inh: -3%
CCOCCCNc1ncnc2c1nc1n2CCCC1
  Eya2 inh: -16%	TCR act: -7%	PTAP TSG101 blk: -3%	Tb PFK inh: -1%	Mito fusion act: -3%	Chronic BCR inh: 0%	A-T KAP1 phos: -8%	ELG1 DNA repair: 28%	TSHR antag: 1	a7 integrin act: -16%	S-ASM inh: 1%
COCCc1nnc(NC(=O)Cc2ccccc2)s1
  Eya2 inh: 2%	TCR act: 1%	PTAP TSG101 blk: -3%	Tb PFK inh: 0%	Mito fusion act: 0%	Chronic BCR inh: 4%	A-T KAP1 phos: -2%	ELG1 DNA repair: -20%	TSHR antag: 3	a7 integrin act: ?	S-ASM inh: 0%
